From PubChem
ATXN viability: cell viability loss in ATXN counter-screen | 0.49% of 400,000 active | Potency, µM (titrated, usually from 56.7 µM), hits mostly cytotoxic | AID 651635 | S2 cells (HEK-293 line with an ATXN2-luciferase reporter) viability, CellTiter-Fluor protease fluorescence, 24 h; note: potency is the fitted concentration of half-maximal effect; nearly all actives have a fitted effect of over 40% in size
A549 viability: kills or reduces viability of A549 cells in Nrf2 counter-screen. AID 504648. 0.16% of 390,000 active. Potency, µM (top dose mostly 46 µM), inactives show top-dose activity change, negative = cytotoxicity, usual class: inhibitors. A549 ARE-Fluc cells, CellTiter-Fluor viability, 18-24 h; note: potency is the fitted concentration of half-maximal effect; % is set by controls: 0 for no effect and ±100 for the full control effect
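A549 ARE-Fluc cells in 5% FBS OPTI-MEM, 5000 cells/well, rested 2 h then exposed to compounds in concentration-response for 18-24 h at 37 °C. Viability by CellTiter-Fluor fluorescence (Ex 405/Em 525) after 30 min; luciferase luminescence (BugLite, 15 min, RT) read afterwards.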
CCT chaperon mod: changes cytosolic chaperonin activity; purified chaperonin ATPase assay, HTRF ADP detection, 30 min; activity change, % (no concentration beside the values), hits read low; 0.3% of 360,000 active; in the data active = activity change below about -30%; note: % is set by controls: 0 for no effect and ±100 for the full control effect
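We incubate TRiC, 40 or 20 nM final, with library compounds at 76 uM and 10 uM ATP for 30 min at 37 °C. ADP formed is detected with Transcreener HTRF reagents after 30 min at room temperature.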
Nrf2 ARE act: activates Nrf2 signaling; AREc32 ARE-luciferase reporter (MCF7-derived line), luminescence, 24 h; Potency, µM (top dose mostly 46.1 µM), for the others: at the top dose activation, most hits filed as activators; 0.31% of 410,000 active; note: potency is the fitted concentration of half-maximal effect; % of control where 0% means no effect; nearly all actives have a fitted effect of over 65% in size
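ARE-driven firefly luciferase activity in AREc32 cells measured after a 24 hr compound exposure at 37 deg C, using Steady-Glo reagent and a 30 min room-temperature hold.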
TGFb SMAD3 inh: TGF-b pathway inhibition | HepG2 CAGA-GFP TGF-b/SMAD3 reporter, GFP fluorescence, 18 h; TGF-beta stimulated, 500 pg/mL final | Potency, µM (series often up to 46.1 µM), for inactives: top-dose activity, negative = inhibition, actives largely listed as inhibitors | 1.2% of 410,000 active; note: potency is the fitted concentration of half-maximal effect; % is set by controls: 0 for no effect and ±100 for the full control effect; nearly all actives have a fitted effect of over 65% in size
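Inhibition was scored as loss of TGF-beta-induced (500 pg/mL final, 18 hours, 37 degrees C) GFP in HEPG2 cells carrying a CAGA-GFP reporter, in DMEM with 1% FBS. Well GFP was summed per cell; Activity was normalised to unstimulated and stimulated DMSO wells, then concentration-response fitting.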
HepG2 viability: HepG2 cytotoxicity, counter-screen for TGF-b inhibitors; 0.76% of 410,000 active; HepG2 CAGA-GFP viability, ATP luminescence, 18 h; Potency, µM (highest dose often 46.1 µM), without a hit: top-dose activity change, negative = cytotoxicity, hits mostly cytotoxic; AID 588856; note: potency is the fitted concentration of half-maximal effect; some results filed as inactive show a strong effect at the top dose
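CellTiter-Glo luminescence gave cytotoxicity after 18 hours at 37 degrees C. The cells were HepG2 CAGA-GFP in 1% FBS DMEM, stimulated with 500 pg/mL TGF-beta after compound addition. %Activity was normalised to no-cell wells (complete cell-killing) and DMSO (no toxicity), and curves were fitted and classified.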
Mm-Cpn inhibitor: M. maripaludis TRiC chaperonin inhibition. purified Mm-Cpn ATPase, ADP Transcreener TR-FRET. Potency, µM (titrated, usually from 76.9 µM), for the others: at the top dose activity, negative = inhibition, usual class: inhibitors. 0.031% of 330,000 active; note: potency is the fitted concentration of half-maximal effect; % is set by controls: 0 for no effect and ±100 for the full control effect; nearly all actives have a fitted effect of over 80% in size
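ATPase turnover read by TR-FRET ADP competition (Eu cryptate antibody/ADP-d2, 665/590 nm): 10uM ATP final, 25nM Mm-CPN final, 30 min 37degC after 10-min compound preincubation, pH 7.4 Tris/KCl/MgCl2/DTT buffer.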
pAkt inh: inhibitors of Akt phosphorylation; Neuro2A IGF-stimulated pAkt S473 HTRF, 20 min; stronger effect = lower value; activity change, % for hits at 50 µM; 0.32% of 360,000 active; AID 651550; in the data active = activity change below about -80%; inconclusive = mostly about -51% to -80%; note: % is set by controls: 0 for no effect and ±100 for the full control effect
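Neuro2A cells (4,500/well, DMEM with 0.5% FBS) were treated with compound at a single 50 µM final concentration, stimulated with 6 nM IGF for 20 min at 37 °C, and lysed. Phospho-Akt Ser473 was read by HTRF as 665/615 ratio ×10^4.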
Nrf2 inh: Nrf2 pathway inhibition; A549 ARE-Fluc reporter, luciferase luminescence, 18-24 h; Potency, µM (titrated, usually from 46 µM), for inactives: at the highest dose activity change, negative = inhibition, most hits filed as inhibitors; 2.1% of 360,000 active; AID 504444; note: potency is the fitted concentration of half-maximal effect; % is set by controls: 0 for no effect and ±100 for the full control effect; nearly all actives have a fitted effect of over 60% in size
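Quantitative HTS in A549 cells stably bearing an antioxidant response element-firefly luciferase construct. Inhibition of Nrf2-driven transcription was scored by luminescence after 18-24 h of compound exposure at 37 °C.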
* marks the source's active call; other numbers are inactive results; i = inactive; ? = inconclusive; · = not tested or not shown; [ ] = dose if it differs, or a comment. Unless noted, calls come from the whole dose curve; as a rule, active = well fitted curve in the direction sought with a large enough effect; inconclusive = small, poorly fitted or top-dose-only effect, or another doubt; inactive = no such curve, though single readings can be large; an effect the other way counts as inactive or inconclusive.

SMILES	ATXN viability	A549 viability	CCT chaperon mod	Nrf2 ARE act	TGFb SMAD3 inh	HepG2 viability	Mm-Cpn inhibitor	pAkt inh	Nrf2 inh
COc1ccc(Cn2c(CCC(=O)Nc3cc(C)cc(C)c3)nc3cccnc32)cc1	?	-4.1%	·	-0.3%	?	-36.1%	·	·	?
CC(=O)c1cccc(NC(=S)NC(=O)c2ccccc2)c1	i	-0.3%	0.7	0.6%	4.0%	2.8%	0.1%	i	?
Cc1ccc(C)c(OCC(=O)NCCNC(=O)COc2cc(C)ccc2C)c1	i	-8.0%	-4.7	-0.5%	10.3%	-19.3%	-1.2%	i	15.3%
COC(=O)c1sccc1S(=O)(=O)Nc1ccc(C)cc1	i	-21.9%	-1.4	0.4%	-3.1%	-5.0%	0.4%	i	?
O=C1OCc2cccc([N+](=O)[O-])c21	i	0.4%	-2.6	0.4%	4.0%	-4.3%	0.9%	i	1.2%
NC(=O)CSc1oc(-c2ccc(F)cc2)nc1S(=O)(=O)c1ccccc1	i	-8.8%	-0.1	-0.1%	-0.1%	-5.8%	-1.3%	i	?
CC(=O)NC12CC3CC(C1)CC(C(=O)N1CCN(S(=O)(=O)c4ccc(Cl)s4)CC1)(C3)C2	i	-6.3%	0.0	0.0%	?	0.0%	1.2%	i	-17.5%
CC1CCCCN1C(=S)NCc1ccco1 (configuration not stated)	i	2.5%	3.3	-0.5%	29.0%	-2.1%	2.9%	i	11.8%
CCCCCCCCNC(=O)/C(C#N)=C/c1ccccc1[N+](=O)[O-]	i	-4.8%	0.5	15.8%	?	-82.5%	1.8%	i	?
Cc1nc2ccccc2c(=O)n1NC(=O)c1ccccc1	i	-2.8%	-6.8	-0.8%	-1.3%	18.3%	-0.8%	i	1.7%
CCOC(=O)Cc1csc(SCC(=O)N(CC(C)C)c2c(N)n(Cc3ccccc3)c(=O)[nH]c2=O)n1	?	1.6%	1.2	2.1%	12.5%	-1.4%	0.0%	i	7.9%
O=C(COC(=O)c1cccc(Br)c1)NCc1ccco1	i	1.4%	-0.5	14.2%	4.9%	2.3%	0.0%	i	3.2%
CCc1cc(=O)oc2cc(C)cc(OC(C)C(=O)NC(Cc3c[nH]c4ccc(O)cc34)C(=O)O)c12 (configuration not stated)	i	-3.4%	-1.1	0.1%	8.6%	4.4%	0.4%	i	0.6%
C=C1SC(=Nc2c(C)cccc2Cl)N(C(=O)c2sc3ccccc3c2Cl)C12CCCCC2	i	-1.7%	0.0	-0.3%	-9.6%	-0.2%	-5.3%	i	-0.7%
CC(C)C[C@H]1CN=C(Nc2ccccc2)N1CC1CCCCC1	?	-12.3%	-1.2	2.4%	20.6%	3.1%	-0.7%	i	11.5%
COCCCN1C(=O)C(=O)/C(=C(/O)c2ccc(OC(C)C)cc2)C1c1ccncc1 (configuration not stated)	i	0.7%	-2.0	-0.3%	-1.0%	1.3%	0.2%	i	-4.6%
Cc1ccc(NC(=O)C2CCN(c3nc(-c4ccc(C(C)C)cc4)no3)CC2)c(Cl)c1	·	-6.6%	·	-4.6%	-41.8%	-17.7%	·	·	·
CCc1noc(C)c1C(=O)NNC(=O)c1nn(C)c(=O)c2ccccc12	i	3.1%	-0.4	0.1%	-1.2%	-10.5%	1.4%	i	-19.8%
COc1ccc(-c2nc3ccc(Cl)cn3c2Cc2ccccc2)cc1OC	i	·	2.5	5.7%	-7.6%	-15.3%	·	i	·
Cc1cccc(C)c1Nc1nc2ccccc2nc1NS(=O)(=O)c1ccccc1	i	0.6%	·	-0.5%	16.6%	-33.6%	·	·	-24.2%
Cc1[nH]c(C)c(S(=O)(=O)N2CCN(c3ccccc3)CC2)c1C(=O)N1CCCC1	i	0.4%	-1.1	0.3%	-0.1%	-7.6%	1.5%	i	7.1%
CCCc1n[nH]c(=O)c2c1nnn2Cc1ccccc1	i	0.0%	1.5	0.0%	-3.0%	9.8%	3.0%	i	-6.6%
O=C(NCCc1ccc(Cl)cc1)c1ccc2c(c1)N(Cc1c(F)cccc1Cl)C(=O)CS2	?	-5.0%	·	0.7%	?	-34.3%	·	·	-7.0%[9.27 µM]
O=C(O)c1ccc(O)cc1O	i	-0.3%	-2.9	-0.9%	-5.1%	-15.7%	-2.6%	i	-3.9%
CC(=O)Nc1ccc(/C=C2\Sc3ccccc3C2=O)cc1	i	-2.9%	-1.7	4.7%	-2.5%	0.1%	-0.1%	i	9.3%
CCN1CCCC1CN(Cc1cc2ccc(C)cc2[nH]c1=O)C(=S)Nc1ccccc1OC (configuration not stated)	i	-21.2%	1.9	3.2%	?	-37.4%	0.0%	i	18.0%
Cc1nc(C)n(CC(O)COc2ccc3cc(Br)ccc3c2)n1 (configuration not stated)	i	-1.6%	-0.1	3.4%	-0.6%	-30.8%	·	i	·
COc1cc(C(=O)N2CCCc3ccccc32)c([N+](=O)[O-])cc1OC	i	2.0%	0.1	2.9%	-4.7%	-2.1%	-5.8%	i	5.9%
O=C(Nc1ccc2ccccc2n1)c1ccc(Cl)cc1	i	5.2%	-0.8	?	22.3%	6.5%	-7.0%	i	?
CCCN(CC(=O)Nc1ccccc1C)C(=O)c1ccc(S(=O)(=O)N2CCC(C)CC2)cc1	i	-2.5%	1.0	0.0%	0.0%	-9.0%	3.7%	i	0.0%
COc1ccc(C(=O)OCC(=O)Nc2cc(C)on2)cc1S(=O)(=O)N1CCOCC1	i	-5.1%	-2.9	0.0%	0.3%	-11.2%	0.5%	i	-9.0%
O=C1NC(O)CCN1C1CC(O)C(CO)O1 (configuration not stated)	i	·	-0.6	0.6%	0.4%	-3.4%	·	i	·
CC(=O)Nc1ccc(S(=O)(=O)NC2CC(=O)N(c3cccc(F)c3)C2)cc1 (configuration not stated)	i	-4.0%	-1.6	0.0%	-2.7%	1.3%	-6.6%	i	-3.7%
O=C(COc1ncnc2ccccc12)NCC1CCCO1 (configuration not stated)	i	-1.1%	1.6	0.1%	-19.4%	-28.0%	2.1%	i	-23.2%
Cc1ccc(P(=O)(CO)c2ccc(C)cc2)cc1	i	11.8%	-0.2	-0.7%	-6.2%	-6.3%	-5.3%	i	-8.6%
CCOc1ccccc1NC(=O)c1ccc2c(c1)CCN2S(C)(=O)=O	i	3.2%	·	1.1%	8.1%	-14.7%	·	·	2.0%
CCC(C(=O)Nc1nccs1)(C(F)(F)F)C(F)(F)F	i	12.3%	-0.3	-0.1%	-8.2%	-16.9%	-4.4%	i	·
COC(=O)c1cc(OC)nc2c1c(=O)n(C)c(=O)n2C	i	1.7%	-2.6	2.4%	-3.8%	1.2%	-3.7%	i	-0.5%
CC(=O)Nc1ccc(NC(=O)C2CCCN2S(=O)(=O)c2ccc3c(c2)CCCC(=O)N3)cc1 (configuration not stated)	i	5.0%	·	-1.1%	11.9%	2.3%	·	·	?
O=C(O)CC(NC(=O)c1ccccc1NC(=O)c1ccccc1)C(=O)O (configuration not stated)	i	-8.4%	-3.6	-1.2%	8.4%	-1.9%	0.8%	i	9.2%

Single records, from the list above. Order of screens: ATXN viability | A549 viability | CCT chaperon mod | Nrf2 ARE act | TGFb SMAD3 inh | HepG2 viability | Mm-Cpn inhibitor | pAkt inh | Nrf2 inh
CCc1cc(=O)oc2cc(C)cc(OC(C)C(=O)NC(Cc3c[nH]c4ccc(O)cc34)C(=O)O)c12 (configuration not stated) as listed: i | -3.4% | -1.1 | 0.1% | 8.6% | 4.4% | 0.4% | i | 0.6%
COc1cc(C(=O)N2CCCc3ccccc32)c([N+](=O)[O-])cc1OC as listed: i | 2.0% | 0.1 | 2.9% | -4.7% | -2.1% | -5.8% | i | 5.9%

Remaining list, next part
SMILES	ATXN viability	A549 viability	CCT chaperon mod	Nrf2 ARE act	TGFb SMAD3 inh	HepG2 viability	Mm-Cpn inhibitor	pAkt inh	Nrf2 inh
O=C(c1cccs1)N1CCCC(c2ccccc2)C1 (configuration not stated)	i	-7.6%	-1.8	-0.6%	16.9%	-20.4%	0.2%	i	?
CC(=O)c1c(C)[nH]c(C(=O)COC(=O)c2ccc(Cl)nc2)c1C	?	-4.5%	-1.3	0.1%	18.3%	-8.3%	-0.2%	i	-12.2%
O=C(NC1C/C=C\C(c2ccccc2)N(c2ccccc2)C(=O)C1)OCC1c2ccccc2-c2ccccc21 (configuration not stated)	i	-0.8%	-2.3	1.0%	?	-28.8%	-1.3%	i	6.4%
CC(=O)Nc1ccc(C(=O)Cn2c3[n+](c4c(F)c(F)ccc42)CCCCC3)cc1	i	5.9%	-1.5	0.2%	5.5%	-12.6%	-2.4%	i	-3.8%
Cc1nn(C)cc1C(=O)c1ccccc1	i	1.7%	-11.2	0.4%	2.0%	15.4%	·	i	-13.2%
C=CCSc1nnc(-c2cc3c(C(F)(F)F)nn(C)c3s2)n1C	i	-3.6%	-3.2	-0.8%	12.9%	9.1%	-1.2%	i	-23.4%
CC(=O)Nc1cc(C(=O)N(C)Cc2ccco2)ccc1Sc1ccc(C)cc1	i	0.6%	2.4	0.3%	4.2%	2.6%	-6.5%	i	-21.8%
CCOC(=O)c1noc2nc(C)n(CC(=O)Nc3ccc(OC)c(Cl)c3)c(=O)c12	i	8.3%	·	-0.6%	17.1%	4.2%	·	·	·
CC1CCC2(CC1)NC(=O)N(CC(=O)Nc1ccc3c(c1)OCO3)C2=O (configuration not stated)	i	1.7%	-2.9	-1.1%	1.5%	-10.1%	0.5%	i	-4.2%
COc1ccc(C(C(=O)NCC2CCCO2)N(Cc2ccccc2)C(=O)c2snc(C(N)=O)c2N)cc1OC (configuration not stated)	i	-11.9%	-0.4	0.1%	5.5%	4.6%	-0.2%	i	-13.9%
Cc1nc(SCc2ccc(C#N)cc2)n[nH]1	i	-1.1%	0.0	0.1%	24.1%	1.4%	1.8%	i	5.0%
COCCn1c(SCC(=O)Nc2ccccc2)nc2c1c(=O)[nH]c(=O)n2C	i	10.3%	-0.5	0.0%	-22.1%	-39.2%	0.5%	i	8.0%
